Screening data as filed in PubChem BioAssay.
M5 ag = human M5 muscarinic receptor agonists, primary screen, CHO-K1 cells, Fluo-8 calcium fluorescence. CHO-K1 hM5 cells; 0% DMSO wells, 100% maximal acetylcholine response. AID 624037, 2012. 360,000 compounds, 0.19% hits. Muscarinic acetylcholine receptor M5 (Homo sapiens), P08912. activation, % at 3 µM;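 active = activation above the run's mean over test compounds plus 3 SD, cut at about 23% in these data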;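 also: signal is peak over basal fluorescence ratio across the kinetic read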
Target sequence (P08912 whole entry, looked up): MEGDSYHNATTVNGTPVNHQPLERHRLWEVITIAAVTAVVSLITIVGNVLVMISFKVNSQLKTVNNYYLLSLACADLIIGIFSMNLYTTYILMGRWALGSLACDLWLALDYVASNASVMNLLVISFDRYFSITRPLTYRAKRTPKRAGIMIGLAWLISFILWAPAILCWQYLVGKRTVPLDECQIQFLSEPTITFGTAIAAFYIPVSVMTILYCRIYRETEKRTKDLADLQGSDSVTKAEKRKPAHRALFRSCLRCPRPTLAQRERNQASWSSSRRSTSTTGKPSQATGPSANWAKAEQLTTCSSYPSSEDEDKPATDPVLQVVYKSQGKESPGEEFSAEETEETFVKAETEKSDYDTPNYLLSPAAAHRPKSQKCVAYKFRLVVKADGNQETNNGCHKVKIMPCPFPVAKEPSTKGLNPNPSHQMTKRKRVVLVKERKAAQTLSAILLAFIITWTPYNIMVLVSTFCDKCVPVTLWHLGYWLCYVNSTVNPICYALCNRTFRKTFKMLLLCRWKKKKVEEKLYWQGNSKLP
CHRM4 PAM = human M4 muscarinic receptor positive allosteric modulators, primary screen, CHO-K1 cells, Fluo-8 calcium fluorescence | Muscarinic acetylcholine receptor M4 (Homo sapiens), P08173 | CHO-K1 hM4/Gqi5, ACh EC20; 0% = ACh EC20, 100% = maximal ACh | activation, % at 3 µM | 360,000 compounds, 0.4% hits | AID 624126, 2012;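 active = activation above its plate's cutoff, the mean activation of sample wells plus 3 SD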; also: some results filed as inactive read as strong as hits
CHRM5 antagonist = human M5 muscarinic receptor antagonists, primary screen, CHO cells, Fluo-8 calcium fluorescence. Muscarinic acetylcholine receptor M5 (Homo sapiens), P08912. CHO-hM5 cells, ACh EC80. inhibition, % at 3 µM. 360,000 compounds, 0.59% hits. AID 624040, 2012;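 active = inhibition above a per-plate cutoff, the mean of that plate's test compounds plus 3 SD, cut at about 27% in these data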;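 also: 0% = acetylcholine EC80 with DMSO and 100% = DMSO without agonist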
CHRM1 PAM = human M1 muscarinic receptor positive allosteric modulators, primary screen, CHO-K1 cells, Fluo-8 calcium fluorescence, 1536-well; Muscarinic acetylcholine receptor M1 (Homo sapiens), P11229; CHO-K1 hM1, ACh EC20; 0% = ACh EC20, 100% = maximal ACh; activation, % at 3 µM; 360,000 compounds, 0.088% hits; AID 588819, 2011; in the data active = activation above about 19%, passing the limit was not always enough
CRFR2-BP ag = agonists of CRF-BP/CRF-R2 complex, primary screen, cell-based, HEK293, calcium dye fluorescence, uHTS | activation, % at 13.2 µM | 350,000 compounds, 0.46% hits | AID 588473, 2011 | calcium dye fluorescence (FLIPR); percent of saturating CRF peptide response | CRF-binding protein / CRF receptor 2 complex (human);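 active = activation of at least 50%, plus an integration ratio under a set limit after plate pattern correction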;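 also: plate controls were neutral control wells without compound for no effect and CRF at EC100 for full effect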
CHRM5 PAM = human M5 muscarinic receptor positive allosteric modulators, primary screen, CHO-K1 cells, Fluo-8 calcium fluorescence. Muscarinic acetylcholine receptor M5 (Homo sapiens), P08912. CHO-K1 hM5, ACh EC20 PAM; 0% = ACh EC20, 100% = ACh EC100. 360,000 compounds, 0.3% hits. activation, % at 3 µM;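 active = activation above the run cutoff, the mean activation of all test compounds plus 3 SD, cut at about 18% in these data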
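System: CHO-K1 cell line with stable human muscarinic M5 receptor expression | Also added: EC20 acetylcholine as agonist stimulus | Compound: One concentration, 3 µM final (nominal) | Timing: Fluo-8 loading 80 min at 37 °C plus 30 min room temperature | Measured by: Fluo-8 calcium dye fluorescence, kinetic read | Read-out basis: % activation, ACh-normalized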
CHRM1 antagonist = human M1 muscarinic receptor antagonists, primary screen, CHO-K1 cells, Fluo-8 calcium fluorescence, 1536-well | Muscarinic acetylcholine receptor M1 (Homo sapiens), P11229 | 360,000 compounds, 1.3% hits | inhibition, % at 3 µM | CHO-K1 hM1, ACh EC80 antagonist;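 active = percent inhibition above its own plate's cutoff, namely the mean of that plate's compound wells plus 3 SD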;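 also: peak over basal fluorescence ratio during 140 s after agonist addition; 0% = ACh EC80 plus DMSO and 100% = DMSO alone without agonist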
CHRM4 antagonist = human M4 muscarinic receptor antagonists, primary screen, CHO cells, Fluo-8 calcium fluorescence; AID 624125, 2012; Muscarinic acetylcholine receptor M4 (Homo sapiens), P08173; CHO-hM4 cells, ACh EC80; 360,000 compounds, 0.73% hits; inhibition, % at 3 µM;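 active = inhibition above its plate's cutoff, the mean inhibition of sample wells plus 3 SD, cut at about 27% in these data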;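 also: 0% = acetylcholine EC80 with DMSO and 100% = DMSO without agonist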
CHRM4 agonist = human M4 muscarinic receptor agonists, primary screen, CHO-K1 cells, Fluo-8 calcium fluorescence; 360,000 compounds, 0.14% hits; Muscarinic acetylcholine receptor M4 (Homo sapiens), P08173; AID 624127, 2012; CHO-K1 hM4/Gqi5; vehicle 0%, full acetylcholine response 100%; activation, % at 3 µM;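 active = activation above the run mean over all test wells plus 3 SD, cut at about 32% in these data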;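 also: peak over basal fluorescence ratio per well then scaled between controls; 0% = DMSO wells and 100% = acetylcholine at EC100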
* = called active by the depositor; nt = not tested or not shown. Only part of the results is shown (hit frequency here may not be typical).

mol	CHRM1 PAM	CHRM5 antagonist	CHRM4 PAM	CHRM4 antagonist	CHRM5 PAM	CRFR2-BP ag	M5 ag	CHRM1 antagonist	CHRM4 agonist
Clc1cccc(N2Cc3cc(-c4ccccc4)ccc3-n3nncc3C2)c1	-2	11	-8	11	1	nt	4	7	0
Clc1ccc(OCC#CCN2CCOCC2)cc1	9	8	3	2	1	-0.8	-1	-8	3
O=[N+]([O-])/C(Cl)=C1\NCCN1Cc1ccc(Cl)nc1	12	-3	7	-2	9	0.1	-3	-14	2
Cc1cc(C)[n+](C2C3CC4CC(C3)CC2C4)o1 (configuration not stated)	1	0	-7	-6	4	-1.3	-7	-4	0
COc1ccc2[nH]c(C)c(CCN3CCC(=O)C(C)C3C)c2c1 (configuration not stated)	1	0	0	-6	-3	2.6	0	-8	1
COc1ccc(-n2nc(C(=O)NCC(=O)N3CCC4(CC3)OCCO4)c3ccccc3c2=O)cc1Cl	-1	8	-3	-4	-5	-0.8	1	-3	13
CC(Cc1ccccc1)[n+]1cc(/N=C(\[O-])N(C)C)on1 (configuration not stated)	2	0	-1	-4	4	-1.0	-6	-2	-1
COc1ccc2c3c([nH]c2c1)C(C)=NCC3	-1	-5	5	-4	6	4.3	1	-24	1
Cc1cc(C)n2c(Br)c(CN3CC4CC(C3)c3cccc(=O)n3C4)nc2n1 (configuration not stated)	0	6	-4	0	-3	12	-1	-6	0
CN1C(=O)C(Cc2ccc(OCc3ccccc3)cc2)C(=O)N(C)C1=O	4	3	-3	2	2	0.9	-1	-5	3
COc1ccc(CCC(C)NCCc2ccccc2)cc1 (configuration not stated)	-10	9	-5	2	-2	0.2	-5	9	2
CCOC(=O)c1c(NS(=O)(=O)c2ccccc2)n(CCCOC)c2nc3ccccc3nc12	16	22	23*	0	13	-4.7	7	-14	3
CCOc1ccccc1N1C(=O)CC(=O)NC1=O	3	-2	-2	8	1	17	1	-3	0
Cn1cc(C(=O)c2ccccc2)c2ccccc21	0	-3	2	-3	-11	-11	31*	-11	0
O=C1CCCN1C(=O)c1cncc(Br)c1	13	1	11	10	2	-0.4	2	-14	1
Cc1ccccc1NC(=S)NC(NC(=O)CF)C(Cl)(Cl)Cl (configuration not stated)	3	-2	-7	-1	-6	1.1	0	0	2
CCOC(=O)C1C(=O)N(C)C2(C)CC1c1cc(OC)ccc1O2 (configuration not stated)	8	-5	18	-10	2	-1.3	1	0	1
CC1(C)COC(Nc2cccc(Cl)c2)=N1	-2	5	-5	7	-2	1.1	-2	8	1
C=CCn1c(O)c(C(CC)=NCc2ccco2)c(=O)[nH]c1=O	9	-6	8	-12	9	0.5	6	-10	2
N#CCCn1cc(C(=O)O)c(-c2cccc([N+](=O)[O-])c2)n1	6	0	-4	4	10	1.4	-1	-11	0
O=C(Nc1ccc(Br)cc1)N1C[C@H]2C[C@@H](C1)c1cccc(=O)n1C2	1	4	-4	1	0	-0.2	4	-8	1
CCOC(=O)c1ccc(NC(=O)N2C[C@@H]3C[C@@H](C2)c2cccc(=O)n2C3)cc1	-10	3	-14	69*	-9	-1.6	-1	19	0
CC1CC2(O)c3nonc3CCC2N1O (configuration not stated)	8	5	1	12	-1	2.3	1	-3	2
CCOC(=O)C1(c2ccccc2)CCN(CCC(=O)Nc2ccccc2OC)CC1	-6	13	-5	-8	-10	-1.5	-4	-2	6
O=C1NC(=O)C(CCc2ccncc2)(CCc2ccncc2)C(=O)N1CCc1ccc(F)cc1	2	12	-5	12	-2	-1.0	2	2	0
COc1cc(C(=O)NC(=S)N2C[C@H]3C[C@H](C2)c2cccc(=O)n2C3)cc(OC)c1OC	14	-1	6	-9	0	2.0	2	-22	0
CCn1c(=O)n(CC)c2cc([N+](=O)[O-])c(N3CCNCC3)cc21	-4	1	0	5	-2	-0.4	1	10	0
COC(=O)C1=C(c2cc3ccccc3s2)C[C@@H]2CC[C@H]1N2C(=O)NC(C)C	-11	4	-5	-2	3	-4.4	-1	20	1
O=C(O)COc1ccc(Cl)cc1Cl	-4	3	3	-15	8	0.9	3	0	0
O=C(Cn1ccc2ccccc2c1=O)NCC(=O)N1CCC2(CC1)OCCO2	8	7	1	-9	-5	-1.2	0	-17	0

An excerpt of these results, with two lines to a compound.
Values run as follows: CHRM1 PAM | CHRM5 antagonist | CHRM4 PAM | CHRM4 antagonist | CHRM5 PAM | CRFR2-BP ag | M5 ag | CHRM1 antagonist | CHRM4 agonist
CC1CC2(O)c3nonc3CCC2N1O (configuration not stated)
    8 | 5 | 1 | 12 | -1 | 2.3 | 1 | -3 | 2
CCOC(=O)C1(c2ccccc2)CCN(CCC(=O)Nc2ccccc2OC)CC1
    -6 | 13 | -5 | -8 | -10 | -1.5 | -4 | -2 | 6
O=C1NC(=O)C(CCc2ccncc2)(CCc2ccncc2)C(=O)N1CCc1ccc(F)cc1
    2 | 12 | -5 | 12 | -2 | -1.0 | 2 | 2 | 0
COc1cc(C(=O)NC(=S)N2C[C@H]3C[C@H](C2)c2cccc(=O)n2C3)cc(OC)c1OC
    14 | -1 | 6 | -9 | 0 | 2.0 | 2 | -22 | 0
CCn1c(=O)n(CC)c2cc([N+](=O)[O-])c(N3CCNCC3)cc21
    -4 | 1 | 0 | 5 | -2 | -0.4 | 1 | 10 | 0
COC(=O)C1=C(c2cc3ccccc3s2)C[C@@H]2CC[C@H]1N2C(=O)NC(C)C
    -11 | 4 | -5 | -2 | 3 | -4.4 | -1 | 20 | 1
O=C(O)COc1ccc(Cl)cc1Cl
    -4 | 3 | 3 | -15 | 8 | 0.9 | 3 | 0 | 0
O=C(Cn1ccc2ccccc2c1=O)NCC(=O)N1CCC2(CC1)OCCO2
    8 | 7 | 1 | -9 | -5 | -1.2 | 0 | -17 | 0

(further entries)
mol	CHRM1 PAM	CHRM5 antagonist	CHRM4 PAM	CHRM4 antagonist	CHRM5 PAM	CRFR2-BP ag	M5 ag	CHRM1 antagonist	CHRM4 agonist
O=c1[nH]c(=O)n(-c2cccc3ccccc23)c(O)c1C=NCCCn1ccnc1	9	-7	9	-12	4	3.8	-4	-12	1
Cn1c(O)c(C(=N)COc2cccc(Cl)c2)c(=O)n(C)c1=O	8	0	2	6	-1	1.6	2	-14	0
O=[N+]([O-])c1cccc(NP(=O)(N2CC2)N2CC2)c1	4	9	2	-11	-1	0.2	6	-8	1
CC(C)S(=O)(=O)N1Cc2ccccc2-n2nncc2C1	-28	13	-7	4	-17	-2.3	-3	47*	1
N=C1c2ccccc2CN1NC(=O)c1ccc(F)cc1	-9	6	-2	0	-1	-0.3	3	9	1
O=c1[nH]c(=S)n(-c2ccccc2F)c(O)c1C=NCCN1CCNCC1	-2	18	-1	1	-5	-1.2	-4	-4	1
O=C(/C=C/c1ccccc1)c1c(O)n(CCc2ccccc2)c(=O)[nH]c1=O	1	-1	-1	-6	1	-1.4	0	-4	1
Cc1c(C(=O)c2cccc3ccccc23)c2cccc3c2n1[C@H](CN1CCOCC1)CO3	-6	-5	-6	-5	-5	3.0	0	-11	2
NCC(O)c1ccc(O)cc1 (configuration not stated)	6	2	-4	-1	1	0.1	1	-25	1
COc1cc(C(=O)NN=Cc2ccc(N(CCCl)CCCl)cc2)cc(OC)c1OC	6	24	6	-12	-7	-3.6	-2	-13	3
CCCNS(=O)(=O)c1ccc(OCC(=O)N2CCN(Cc3ccccc3)CC2)cc1	0	-3	3	-13	-7	-2.6	0	-1	6
CN(C)c1ccc(/C=C2/C(=O)NC(=O)N(Cc3ccco3)C2=O)cc1	-6	-7	-5	0	-1	0.1	1	3	1
Cc1cccc(Cn2cc(C=O)c3ccccc32)c1	-3	17	-6	-1	-9	-1.7	2	-4	6
C=CCN1C(=O)/C(=C/c2ccc(N3CCOCC3)o2)C(=O)NC1=S	7	1	1	3	-6	18	1	-2	3
N[C@@H](Cc1c[nH]c2ccccc12)c1nnc(SCc2ccc(F)cc2)o1	0	4	-6	9	-2	-0.3	0	-5	0
COC(=O)C1=C(c2ccc(S(C)(=O)=O)cc2)C[C@@H]2CC[C@H]1N2C(=O)N1CCC(C)CC1	11	2	-1	6	8	-1.0	-2	-3	0
O=C1NC(=O)C(Cc2ccccc2)(Cc2ccccc2)C(=O)N1Cc1ccccc1	20	9	4	0	7	6.9	8	-3	3
OC1/C(=C/c2ccccc2C(F)(F)F)N2CCC1CC2 (configuration not stated)	15	-2	-5	-4	1	-0.1	-3	-6	0
Cc1c(C(=O)O)cccc1-n1c(C)cc(/C=C2\C(=O)NC(=O)N(c3ccc4c(c3)OCO4)C2=O)c1C	3	-2	8	-1	-2	3.2	-2	8	0
CCC1(CC)C(=O)C=CNC1=O	-2	10	0	-13	-15	0.7	13	-17	9
